Abeta yeast res: qHTS for compounds that reverse cellular toxicity of Amyloid beta (A-beta) peptide in yeast: Primary Screen. yeast expressing A-beta42, growth rescue, OD600, 48 h; response scale: 0% DMSO, 100% iron-clioquinol control. AID 1347071, 2019. Potency, µM (highest dose often 46.1 µM), inactives show at the top dose growth rescue, usual class: activators. 0.063% of 410,000 active; note: potency is the fitted concentration of half-maximal effect; nearly all actives have a fitted effect of over 55% in size
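Yeast A-beta toxicity model in growth medium with pinned compounds, 48 h at 30 C; growth read as absorbance at 600 nm. Normalized to FeCl3/clioquinol equimolar mix (positive) and DMSO (negative).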
MmCpn inh: Inhibitors of TCP-1 ring complex (TRiC) of Methanococcus maripaludis (MmCpn): qHTS; purified Mm-Cpn ATPase, ADP Transcreener TR-FRET; Potency, µM (titrated, usually from 76.9 µM), for inactives: top-dose activity, negative = inhibition, actives largely listed as inhibitors; 0.031% of 330,000 active; AID 504842, 2011; note: potency is the fitted concentration of half-maximal effect; % is set by controls: 0 for no effect and ±100 for the full control effect; nearly all actives have a fitted effect of over 80% in size
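Purified archaeal Mm-CPN (25nM final) preincubated 10 min at 37degC with compound, then 10uM ATP for 30 min at 37degC; ADP measured by HTRF Transcreener TR-FRET; buffer 30 mM TRIS pH 7.4, 100mM KCl, 5mM MgCl2, 1mM DTT.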
HepG2 tox: qHTS for Inhibitors of TGF-b: Cytotox Counterscreen; HepG2 CAGA-GFP viability, ATP luminescence, 18 h; Potency, µM (top dose mostly 46.1 µM), for inactives: top-dose activity change, negative = cytotoxicity, actives largely listed as cytotoxic; 0.76% of 410,000 active; note: potency is the fitted concentration of half-maximal effect; some results filed as inactive show a strong effect at the top dose
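HepG2 CAGA-GFP cells (1000/well, DMEM with 1% FBS) received compound, then TGF-beta at 500 pg/mL final, and were incubated 18 hours at 37 degrees C. Viability was read by CellTiter-Glo luminescence. Media-only wells were set as complete cell-killing and DMSO as no toxicity.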
CCT chaperon mod: High-Throughput Screening for Modulators of Cytosolic Chaperonin Activity. purified chaperonin ATPase assay, HTRF ADP detection, 30 min. activity change, % (test concentration not listed), hits read low. 0.3% of 360,000 active. AID 651819, 2012; in the data active = activity change below about -30%; note: % is set by controls: 0 for no effect and ±100 for the full control effect
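ATPase activity: ADP formed was measured by HTRF Transcreener (665/615 nm ratio) after 30 min at 37 deg C with 10 uM ATP. Compounds screened at one 76 uM concentration against 40 or 20 nM TRiC in Tris pH 7.4/KCl/MgCl2/DTT buffer.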
A549 tox: Nrf2 qHTS screen for inhibitors: counterscreen for cytotoxicity; A549 ARE-Fluc cells, CellTiter-Fluor viability, 18-24 h; Potency, µM (highest dose often 46 µM), for inactives: at the highest dose activity change, negative = cytotoxicity, actives largely listed as inhibitors; 0.16% of 390,000 active; AID 504648, 2011; note: potency is the fitted concentration of half-maximal effect; % is set by controls: 0 for no effect and ±100 for the full control effect
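A549 ARE-Fluc cells in 5% FBS OPTI-MEM, 5000 cells/well, rested 2 h then exposed to compounds in concentration-response for 18-24 h at 37 °C. Viability by CellTiter-Fluor fluorescence (Ex 405/Em 525) after 30 min; luciferase luminescence (BugLite, 15 min, RT) read afterwards.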
Nrf2 activator: qHTS of Nrf2 Activators; AREc32 ARE-luciferase reporter (MCF7-derived line), luminescence, 24 h; Potency, µM (doses to about 46.1 µM), for inactives: at the top dose activation, most hits filed as activators; 0.31% of 410,000 active; AID 624171, 2012; note: potency is the fitted concentration of half-maximal effect; % of control where 0% means no effect; nearly all actives have a fitted effect of over 65% in size
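AREc32_Fluc, 1000 cells/well, OPTI-MEM + 5% FBS, o/n 37 deg C 5% CO2; 23 nL cpd by pin tool, 24 hr; Steady-Glo 30 min RT, luminescence.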
Nrf2 inh: Nrf2 qHTS screen for inhibitors; A549 ARE-Fluc reporter, luciferase luminescence, 18-24 h; Potency, µM (top dose mostly 46 µM), for inactives: at the top dose activity change, negative = inhibition, actives largely listed as inhibitors; 2.1% of 360,000 active; note: potency is the fitted concentration of half-maximal effect; % is set by controls: 0 for no effect and ±100 for the full control effect; nearly all actives have a fitted effect of over 60% in size
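Two sequential reads on A549 ARE_Fluc cells exposed to compound for 18-24 h: a CellTiter-Fluor fluorescence read for viability, then a luciferase luminescence read for Nrf2/ARE activity.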
pAkt inh: HTS Assay for Inhibitors of Akt Phophorylation: Primary Screen. Neuro2A IGF-stimulated pAkt S473 HTRF, 20 min; stronger effect = lower value. 0.32% of 360,000 active. activity change, % for hits at 50 µM; in the data active = activity change below about -80%; inconclusive = mostly about -51% to -80%; note: % is set by controls: 0 for no effect and ±100 for the full control effect
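Single-point screen (50 µM final compound) in Neuro2A cells stimulated 20 min with 6 nM IGF at 37 deg C. After lysis, Ser473-phosphorylated Akt read by HTRF (ex 330 nm, em 615/665 nm) as the 665/615 ratio.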
TGFb SMAD3 inh: qHTS for Inhibitors of TGF-b; AID 588855, 2011; 1.2% of 410,000 active; HepG2 CAGA-GFP TGF-b/SMAD3 reporter, GFP fluorescence, 18 h; TGF-beta stimulated, 500 pg/mL final; Potency, µM (top dose mostly 46.1 µM), for inactives: at the highest dose activity, negative = inhibition, hits mostly inhibitors; note: potency is the fitted concentration of half-maximal effect; % is set by controls: 0 for no effect and ±100 for the full control effect; nearly all actives have a fitted effect of over 65% in size
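Cell-based qHTS in HEPG2 carrying a CAGA-GFP Smad reporter; compounds added before 500 pg/mL final TGF-beta, 18 h incubation at 37 degrees C, GFP fluorescence quantified per cell by imaging cytometry.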
* hit, by the source's call; i = inactive; ? = inconclusive; nt = no result given; & = joins results of further samples; [ ] = remark or other dose. Unless noted, calls come from the whole dose curve; as a rule, active = well fitted curve in the direction sought with a large enough effect; inconclusive = small, poorly fitted or top-dose-only effect, or another doubt; inactive = no such curve, though single readings can be large; an effect the other way counts as inactive or inconclusive.

Each structure is followed by: Nrf2 activator | HepG2 tox | TGFb SMAD3 inh | Abeta yeast res | CCT chaperon mod | A549 tox | MmCpn inh | pAkt inh | Nrf2 inh
> CCC(=O)c1ccc(OCC(O)CN2CCN(c3cccc(C(F)(F)F)c3)CC2)cc1 (stereo not given)
    2.2% | -38.3% | 16.5% | -7.9% | -0.9 | 11.6% | 0.3% | i | -13.7%
> CCC(NC(=O)NCCCn1ccnc1)(C(F)(F)F)C(F)(F)F
    -0.4% | -9.2% | -5.0% | -3.4% | -1.6 | -10.3% | 0.8% | i | -2.4%
> CCC1=C2CC[C@H]3C(=O)N(c4ccccc4)C(=O)[C@H]3[C@H]2[C@@]2(C)C(=NCC(=O)OC)OC(=O)N2C1=O
    -0.8% | 1.2% | -1.8% | 3.5% | 2.2 | -4.2% | 1.7% | i | 1.3%
> O=C(NC1CC(=O)N(c2ccccc2)C1)c1ccc(S(=O)(=O)N2CCOCC2)cc1 (stereo not given)
    -0.4% | -11.9% | 3.6% | -3.4% | nt | 13.1% | nt | nt | nt
> CNc1c(N=Cc2cccnc2)c(=O)n(C)c(=O)n1C
    -0.6% | -5.6% | 7.9% | -3.8% | -1.4 | -0.8% | 0.5% | i | -19.5%
> CCc1ccc(NC(=O)C(C)OC(=O)CN2C(=O)NC3(CCCC3)C2=O)cc1 (stereo not given)
    2.7% | 9.2% | -21.2% | -3.7% | -1.5 | -4.6% | 3.4% | i | 15.0%
> Nc1c(C(=O)NC2CC2)sc2nc3c(c(-c4ccco4)c12)CC/C3=C/c1ccco1
    6.3% | -3.1% | 0.0% | 8.8% | 0.8 | ? | -8.6% | i | 2.3%
> CC(NC(=S)N1CCOCC1)c1ccccc1 (stereo not given)
    0.4% | 0.5% | -17.8% | -8.2% | -3.1 | 2.9% | 1.2% | i | -6.7%
> CC(NC(=O)c1cc2ccccc2oc1=O)c1ccccc1 (stereo not given)
    -0.1% | -1.2% | 14.6% | -4.3% | -1.6 | 4.5% | 1.1% | i | 18.6%
> CCOc1c2ccc(C(=O)NCc3ccc(OC(F)(F)F)cc3)cc2nn1CC
    -0.8% | -6.6% | -20.0% | 5.3% | -59.2* | -4.8% | -0.4% | i | -23.0%

One compound at a time (already shown).
CC(NC(=O)c1cc2ccccc2oc1=O)c1ccccc1 (stereo not given) in the list: Nrf2 activator: -0.1%; HepG2 tox: -1.2%; TGFb SMAD3 inh: 14.6%; Abeta yeast res: -4.3%; CCT chaperon mod: -1.6; A549 tox: 4.5%; MmCpn inh: 1.1%; pAkt inh: i; Nrf2 inh: 18.6%
CNc1c(N=Cc2cccnc2)c(=O)n(C)c(=O)n1C in the list: Nrf2 activator: -0.6%; HepG2 tox: -5.6%; TGFb SMAD3 inh: 7.9%; Abeta yeast res: -3.8%; CCT chaperon mod: -1.4; A549 tox: -0.8%; MmCpn inh: 0.5%; pAkt inh: i; Nrf2 inh: -19.5%

Remaining list, next part:
Each structure is followed by: Nrf2 activator | HepG2 tox | TGFb SMAD3 inh | Abeta yeast res | CCT chaperon mod | A549 tox | MmCpn inh | pAkt inh | Nrf2 inh
> CC1=C(C(=O)N2CCCCCC2)CC(CC(=O)NCCCCc2ccccc2)C(=O)N1Cc1ccccc1 (stereo not given)
    0.5% | 4.7% | -22.1% | -11.1% | -3.4 | nt | nt | i | nt
> CC(C)(C)c1cc(C(F)(F)F)c(C#N)c(=O)[nH]1
    -0.6% | -8.7% | 3.5% | 13.7% | -2.6 | -14.6% | -3.6% | i | -13.5%
> CCn1cc(S(=O)(=O)N2CCN(Cc3cccc(Cl)c3)CC2)cn1
    -0.6% | -18.4% | ? | -2.5% | -3.5 | 7.6% | -0.3% | i | -12.4%
> COc1ccc(CNC(=O)N2CCN(c3ccc(F)cc3)CC2)cc1Cl
    -0.2% | -11.1% | -0.3% | -1.3% | -0.6 | 1.5% | -7.6% | i | ?
> O=C(Nc1cc(S(=O)(=O)Nc2ccccc2F)ccc1Cl)c1ccc(F)cc1F
    -0.2% | -11.4% | -7.4% | 2.6% | -0.8 | 1.7% | 1.3% | i | -9.9%
> CCc1ccc(NC(=O)CSc2nc3ccsc3c(=O)n2CCCCCC(=O)O)cc1
    3.2% | -25.3% | -18.2% | -15.2% | 1.7 | -0.7% | -28.0% | i | -4.4%
> COc1ccc(C(=O)N/N=C(\C)CC(=O)Nc2ccc3ccccc3c2)c(OC)c1
    0.1% | 2.1% | -0.4% | -3.3% | 0.0 | -1.0% | 0.4% | i | 2.2%
> CC(=O)N1CCCc2ccc(NS(=O)(=O)c3ccc(C)c(C)c3)cc21
    1.8%&-0.1% | -7.5%&-0.8% | -16.6%&-0.2% | -2.6%&14.8% | -0.1 | 3.6%&0.4% | -1.1% | i | ?
> COc1cc(CNCCN(C)C)ccc1OCc1c(F)cccc1Cl
    0.0% | -10.2% | 2.1% | 5.8% | -2.9 | -11.1% | 0.0% | i | -10.3%
> O=S(=O)(c1ccc(F)c(Cl)c1)N1CCN(C/C=C/c2ccccc2)CC1
    -0.1% | -24.7% | ? | 7.6% | 0.5 | 17.0% | 2.8% | i | 7.8%
> Cc1cnc2c(c1)C(=O)c1ccccc1-2
    -0.4% | 0.8% | 6.6% | -8.0% | -2.9 | -4.6% | -0.2% | i | 5.6%
> COc1cc(C(=O)Nc2nccs2)cc(OC)c1OC
    11.7% | -18.0% | 2.2% | ? | -0.1 | -7.2% | -2.6% | i | -15.1%
> CCC(=O)N1CCCC(C)(C(=O)Nc2nccc3ccccc23)C1 (stereo not given)
    -1.3%[9.22 µM] | -4.3% | 4.9% | 3.6% | -0.3 | nt | nt | i | nt
> Cn1cc(S(=O)(=O)N2CCOCC2)cc1C(=O)NCc1ccccc1Cl
    0.5% | -5.4% | -1.8% | -5.0% | -0.4 | 8.9% | 1.0% | i | -2.1%
> CCOP(=O)(OCC)C(C)(C)NC(=O)Nc1ccc(Cl)c(Cl)c1
    0.3% | -2.3% | -16.9% | -10.2% | 2.0 | 2.3% | 0.2% | i | 23.1µM*
> Nn1cnnc1N/N=C/c1ccccc1C(F)(F)F
    -3.1% | -109.9% | ? | -8.8% | -1.6 | 0.3% | 0.5% | i | -4.9%
> Cc1ccccc1Cn1cc(/C=N/n2cnnc2)c2ccccc21
    0.8% | -17.6% | -5.6% | 5.9% | 0.6 | -17.1% | -0.8% | i | 2.5%
> C=CCNC(=O)NC(=O)COC(=O)/C(C#N)=C/c1ccc(OC)cc1
    -0.1% | -5.5% | 2.7% | 6.1% | -1.7 | 4.6% | -0.5% | i | 3.3%
> CC(C)C[C@H](NC(=O)c1nc[nH]c1C(=O)N1CCC(C)CC1)C(=O)OC(C)(C)C
    -0.5% | -14.2% | -1.3% | 12.0% | 2.7 | 0.5% | -0.8% | i | 0.0%
> COc1ccc(N2CCN(S(=O)(=O)c3c(C(=O)N4CCOCC4)c(C)n(C)c3C)CC2)cc1
    -0.2% | 8.7% | -0.6% | 14.3% | -0.8 | -3.1% | 2.6% | i | 13.5%
> CCc1ccc([C@H]2C(C(=O)O)=C[C@@H](CC3CCCC3)N2S(=O)(=O)c2ccc(C)cc2)cc1
    5.8% | -21.7% | ? | 2.4% | 0.8 | -0.6% | 0.7% | i | ?
> CCCOc1ccc(C2C(C(=O)c3ccco3)=C(O)C(=O)N2CCCn2ccnc2)cc1OC (stereo not given)
    0.0% | -18.4% | -0.8% | 2.8% | 3.0 | nt | nt | i | nt
> CCOc1cc(-c2c(C#N)c(N)nc3c2CCCC3)ccc1O
    -0.2% | -4.1% | -10.7% | -3.6% | -2.3 | 1.4% | -1.2% | i | ?
> CCOC(=O)c1sc(NCC2CCCO2)nc1C (stereo not given)
    3.3% | 2.5% | 1.3% | 27.6% | 2.8 | -2.1% | -0.8% | i | nt
> CCN(c1ccccc1)S(=O)(=O)c1ccc(OC)c(NC(=O)CN(C)C)c1
    2.6% | -20.9% | -9.7% | nt | -0.3 | 6.3% | 0.2% | i | -5.8%
> O=C(O)c1cc2cc(Oc3ccccc3)ccc2[nH]1
    -0.3% | -15.8% | 7.9% | -15.6% | -0.9 | -9.2% | -5.3% | i | -17.3%
> CCc1c(C(=O)NC2CCCc3ccccc32)[nH]c(C)c1C(C)=O (stereo not given)
    2.8% | -48.5% | -14.2% | -0.1% | 0.6 | -2.6% | -0.1% | nt | 1.5%
> Cc1c(CC(=O)NCCC(=O)O)c(=O)oc2cc3oc4c(c3cc12)CCCC4
    0.1% | -3.2% | 0.4% | 0.9% | 0.2 | -0.3% | -1.3% | i | 4.4%
> CCOC(=O)c1ccc(NC(=O)c2nc(SCc3ccccc3F)ncc2Cl)cc1
    -0.6% | -16.0% | -32.3% | -9.2% | nt | 2.0% | nt | nt | -19.8%
> Cc1ccc2nc(-c3ccccn3)c(NC3CCCC3)n2c1
    7.0% | -19.3% | ? | 23.7% | -1.0 | -18.9% | -0.7% | i | ?
> COc1cccc(C(C)NC(=O)Nc2ccccc2Cl)c1 (stereo not given)
    -2.5% | -19.3% | -13.3% | 2.8% | -1.3 | 3.3% | -2.0% | i | 10.3µM*
> CC(=O)Cc1ccccc1OCC(=O)O
    -0.4% | 16.9% | 3.6% | 16.9% | 1.2 | 0.0% | -0.6% | i | 4.0%
> CC(C)(C)C(=O)Nc1nnc(SCC(=O)NCc2ccco2)s1
    0.0% | 9.5% | 6.1% | 2.2% | -0.5 | 10.1% | 1.1% | i | -3.8%

Compound activity as filed in PubChem.
